Furin inh – human furin inhibition. P09958. purified furin, fluorogenic substrate cleavage. inhibition, % at 30 µM. 220,000 compounds, 0.061% hits; in the data active = inhibition above about 25%; note: inactives centre near -15
Cl transport mod – KCC2 (human) Cl- transport modulation; Q9H2X9; KCC2 cells, thallium flux FluoZin-2 fluorescence; B-score of Tl+ flux slope (higher = more flux/activation; lower = inhibition) at 10 µM; 190,000 compounds, 2.2% hits;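 active = thallium flux slope and its plate-corrected score both differing from the plate sample mean at a set confidence after two filtering rounds, in either direction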;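 note: slope of fluorescence scaled to starting intensity during 10 to 20 s after thallium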
thrombin 1536 – inhibitors of human thrombin | P00734 | alpha-thrombin, Boc-VPR-AMC fluorogenic substrate cleavage | inhibition, % at 5 µM | 220,000 compounds, 0.26% hits | AID 1046;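 active = inhibition at or above 40%; inactive = inhibition below 40%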;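 note: 0% = enzyme with no compound and 100% = wells without enzyme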
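System – human alpha-thrombin · Medium – pH 7.5 Tris (50 mM) with NaCl 150 mM, Tween 20 0.05% · Compound – single-point dosing at 5 µM, 0.2% DMSO · Incubation – enzyme reaction carried out at room temperature · Technique – fluorescence of released AMC, ex 355 nm, em 460 nm · Read-out basis – % inhibition of thrombin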
FXIIa inh – inhibitors of human coagulation factor XIIa. P00748. purified FXIIa, Boc-QGR-AMC fluorogenic substrate, 2 h. inhibition, % at 5 µM. 220,000 compounds, 0.3% hits. AID 800; in the data active = inhibition above about 40%;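 note: 0% = enzyme with no compound and 100% = blank without enzyme; many of its hits are not listed in these tables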
Target sequence (P00748 20-372 limits assumed): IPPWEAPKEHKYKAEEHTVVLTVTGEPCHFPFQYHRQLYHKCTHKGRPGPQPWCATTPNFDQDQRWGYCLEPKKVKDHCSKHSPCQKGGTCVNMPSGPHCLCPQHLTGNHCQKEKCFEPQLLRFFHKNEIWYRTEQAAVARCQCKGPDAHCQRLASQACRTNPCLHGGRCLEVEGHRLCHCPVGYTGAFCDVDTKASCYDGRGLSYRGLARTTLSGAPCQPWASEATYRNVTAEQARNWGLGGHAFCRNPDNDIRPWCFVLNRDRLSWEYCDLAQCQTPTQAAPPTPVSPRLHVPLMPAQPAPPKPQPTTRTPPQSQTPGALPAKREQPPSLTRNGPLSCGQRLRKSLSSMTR
Target sequence (P00748 373-615 limits assumed): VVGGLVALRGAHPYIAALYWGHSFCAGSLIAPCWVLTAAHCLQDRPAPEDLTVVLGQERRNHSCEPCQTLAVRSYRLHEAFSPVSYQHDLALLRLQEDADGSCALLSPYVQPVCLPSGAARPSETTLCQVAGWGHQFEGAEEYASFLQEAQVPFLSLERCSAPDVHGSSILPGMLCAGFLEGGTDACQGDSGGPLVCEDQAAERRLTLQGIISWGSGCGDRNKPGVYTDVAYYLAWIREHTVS
m-calpain inh – calpain II (pig) inhibition | purified calpain II, fluorogenic peptide substrate, 30 min | inhibition, % at 16 µM | 220,000 compounds, 0.37% hits;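 active = inhibition above about 50%, limit read from the data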
FXIa inh 1536 – inhibitors of human coagulation factor XIa; P03951; purified FXIa, Boc-Glu-Ala-Arg-AMC fluorogenic substrate; inhibition, % at 5 µM; 220,000 compounds, 0.14% hits; AID 798;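 active = inhibition of at least 40%; inactive = inhibition below 40%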;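 note: fluorescence of freed AMC excited at 355 nm; 0% = enzyme without compound and 100% = no enzyme blank; many of its hits are not listed in these tables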
KLK5 inh – blocks human kallikrein 5 protease activity; inhibition, % at 5 µM; recombinant hK5, fluorogenic AMC substrate cleavage; 210,000 compounds, 0.59% hits; Q9Y337; AID 873;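 active = inhibition of 40% or more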;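 note: 0% = enzyme controls without compound and 100% = no-enzyme blanks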
Target sequence (Q9Y337 67-293 limits assumed): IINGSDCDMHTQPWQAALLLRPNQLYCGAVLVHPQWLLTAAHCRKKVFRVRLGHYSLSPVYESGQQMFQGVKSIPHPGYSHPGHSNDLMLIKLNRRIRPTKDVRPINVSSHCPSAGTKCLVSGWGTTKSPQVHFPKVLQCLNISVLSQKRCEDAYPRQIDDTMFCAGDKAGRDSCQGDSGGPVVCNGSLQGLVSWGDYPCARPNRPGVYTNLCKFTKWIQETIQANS
PERK inh – inhibitors of human PERK kinase | inhibition, % at 5.6 µM | 220,000 compounds, 0.17% hits | AID 1416 | CHO PERK-DD fusion, SEAP luminescence translation reporter | Q9NZJ5;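 active = inhibition above the mean inhibition of all tested compounds plus 3 SD, set separately per screening campaign, cut at about 2.9% in these data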;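 note: PERK kinase domain activated by AP20187 dimerizer at 100 nM; 0% = DMSO with dimerizer and 100% = rapamycin at 8.4 µM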
Rad51 HR inh – blocks human Rad51 in homologous recombination; hRad51 DNA strand exchange, fluorescence dequenching; inhibition, % at 10 µM; 200,000 compounds, 0.085% hits; AID 1385;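 active = inhibition above 40% at the single screening dose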;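 note: 0% = DMSO control wells and 100% = blanks with heterologous ssDNA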
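System: human Rad51 nucleoprotein filaments preassembled on unlabelled ssDNA. Reagent: labelled 47-mer dsDNA for strand exchange. Schedule: 30-min compound preincubation and 15-min exchange, both room temperature. Measured by: FRET fluorescence dequenching, excitation 485 nm, emission 520 nm. Read-out: Fluorescence-based percent inhibition, control- and blank-normalised. Benchmarks: plate controls and plate blanks.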
Starred values were filed as active, the others as inactive; i = inactive; / = not tested or not shown; [ ] = another dose, or the depositor's remark. An excerpt; the hit share may differ from the screen's.

SMILES,Cl transport mod,KLK5 inh,Furin inh,PERK inh,thrombin 1536,FXIa inh 1536,m-calpain inh,Rad51 HR inh,FXIIa inh
CCOc1ccc2ccccc2c1/C=N/n1cncn1,/,0,-12[20 µM],-0.1,1,3,-1,-16,15
O=C(c1cccn2c(=O)c3cc(Cl)ccc3nc12)N1CCOCC1,-0.015,-57,-20[20 µM],0.6,-1,-1,i,/,10
NNC(=O)/C=C/c1ccc(Cl)cc1Cl,-0.57,-6,-29,1.7,-1,-7,-17,6,-1
CCOCCCNC(=S)Nc1ccc2nc(N3CCCC3)cc(C)c2c1,-0.043,-14,3,-0.7,-5,1,-24,3,4
O=C(O)COc1ccc(/C=N/n2c(COc3ccccc3)nc3ccccc3c2=O)cc1,0.86,-6,-12,0.6,-12,0,5,0,7
C=CCNc1nc(Nc2ccc([N+](=O)[O-])cc2)nc(OCC)n1,-0.037,-8,-17,0.8,-13,-13,-157,4,4
Cc1cc(C(=O)CSc2nnnn2-c2ccccc2)c(C)n1CC1CCCO1 (centres undefined),0.96,-9,-21,1.2,-5,-5,10,1,6
CC(C)CC(NC(N)=O)C(=O)OCC(=O)N(Cc1ccccc1)Cc1ccccc1 (centres undefined),0.15,/,-19,1.5,-2,0,14,/,6
CC(C)(C)c1ccc(/C=C/C(=O)N2CCCCC2)cc1,0.066,-2,-14,2.6,1,0,30,-23,6
CCN(CC(=O)NCc1ccc(Cl)cc1)C(=O)c1ccc(S(=O)(=O)N(C)C)cc1,-0.023,2,-21,1.7,2,-2,-17,0,11
CCN(CCNC(=O)C1CCN(Cc2nc(-c3ccc(Cl)cc3)oc2C)CC1)c1ccccc1,0.76,-17,-1,-2.3,-3,0,-50,1,8
Cc1ccc(O)c(C(=O)c2cnn(-c3ccc(S(=O)(=O)N4CCOCC4)cc3[N+](=O)[O-])c2)c1,0.96,-14,-12,0.6,-3,1,-4,/,4
O=C1c2oc3ccc(Br)cc3c(=O)c2C(c2cccc(F)c2)N1CCO (centres undefined),-0.44,5,-29,0.2,4,4,21,0,18
CN1CCN(C(=O)CN(Cc2ccccc2)S(C)(=O)=O)CC1,1.5,-1,-14[20 µM],1.2,3,8,1,10,20
COC(=O)c1ccc(OCc2cc(=O)n3ccsc3n2)cc1,0.88,-14,-16,1.0,-4,-1,-26,/,10
CC(C)Oc1ccc2nnnn2n1,0.021,-7,-23,1.4,8,-1,7,/,12
Cc1cc(C)n2nc(C(=O)Nc3ccc(S(=O)(=O)N(C)C)cc3)nc2n1,-0.036,-9,1,0.2,-4,1,0,-2,8
CSc1ccccc1NC(=O)CN(C)CC(=O)NCc1ccccc1,-1.8,-5,-28,0.3,-6,-3,-12,2,2
COc1cc([N+](=O)[O-])ccc1N,-0.16,0,-8,1.0,0,8,-9,5,13
CC(=O)Oc1ccc(-c2cccc(C(=O)Oc3ccccc3)c2)cc1,-3.9,-21,-18[20 µM],1.8,-6,8,23,11,19
CN(C)S(=O)(=O)c1ccc(N)c([N+](=O)[O-])c1,0.59,-5,-9,0.5,-9,-5,-3,/,-1
Cc1nc(NC(=O)c2cccnc2)ccc1Br,0.13,-19,-33[20 µM],0.7,-8,-7,3,1,11
Cc1nn(CCC#N)c2nc(-c3ccccc3)cc(C(F)(F)F)c12,0.81,3,-1[20 µM],0.2,0,7,-88,-6,6
COCCCNC(=S)N1CCN(c2ccc([N+](=O)[O-])cc2)CC1,0.23,-8,0,-0.3,-5,2,11,-7,2
Cc1oc(-c2cccc(Cl)c2)nc1CSCC(=O)O,-0.83,-16,-29,1.5,-4,8,-22,-5,12
CCOC(=O)c1c(Nc2nc(C)c(C(=O)NC)s2)sc(C)c1C,1.1,-20,-12,-0.9,-8,-2,-64,-8,7
CSc1ccccc1C(=O)Nc1nc2ccccc2c(=O)[nH]1,1.3,14,-7,0.6,0,3,20,/,9
O=C(N/N=C/c1cccc(OC2CSC2)c1)c1ccccc1O,/,-5,-15,1.8,2,2,4,13,18
N/C(Cc1ccc([N+](=O)[O-])cc1)=N\OC(=O)C(c1ccccc1)c1ccccc1,/,0,-13,0.8,-5,-15,31,-3,6
O=C(OCCN1CCOCC1)c1cccs1,0.27,-3,-11[20 µM],0.5,-9,-6,23,8,5
O=c1[nH][nH]c(C(F)(F)F)c1C=NCc1cccc(Cl)c1,1,-9,-10[20 µM],0.7,1,1,16,9,9
COc1ccc(/C=N/n2cc(-c3ccc(OC)cc3)nc2N)cc1,0.52,-5,-19[20 µM],0.4,-4,-11,-54,-10,9
Cc1nn(Cc2ccc(Cl)cc2)c(C)c1NC(=O)c1noc2c1CCc1ccccc1-2,-0.17,-30,-10,1.4,-12,-5,-19,1,-2
COC(=O)c1ccccc1NC(=S)N(Cc1ccc2c(c1)OCO2)Cc1cc2ccc(OC)cc2[nH]c1=O,0.44,-4,-12,-0.6,5,6,-77,/,11
O=C(Cn1c(C(=O)NCC2CCCO2)cc2sccc21)c1ccccc1 (centres undefined),-0.27,3,-17[20 µM],0.4,8,5,-9,2,8
CCCCC(=O)N/N=C(C)/C=C/c1ccccc1F,-1.8,/,-2,0.9,-1,12,22,/,13
CN(C)c1ccc(C(CNC(=O)c2ccccc2Br)c2c[nH]c3ccccc23)cc1 (centres undefined),-0.37,-24,-9,-0.2,1,4,-29,-9,12
CNC(=S)N(CCc1ccc(OC)c(OC)c1)Cc1cc2c(C)cc(C)cc2[nH]c1=O,-1.5,-12,3,-0.1,-3,6,-17,-24,7
Cc1c(C(=O)N(Cc2ccc(N(C)C)cc2)C2CCS(=O)(=O)C2)oc2ccccc12 (centres undefined),-2.5,2,-16,-0.1,-7,5,-12,/,11
CN(C)CCCOC(=O)c1sc2ccccc2c1Cl,-1.1,-1,-23,1.5,-7,-4,-34,-6,5
CCOc1cc(/C=C(/C#N)c2nc3ccccc3[nH]2)ccc1OCc1ccc(C(=O)O)o1,-0.83,-9,-9[20 µM],2.1,2,5,-49,-2,11
Cc1ccc(NC(=O)Cn2nnc(C(=O)NCc3cccs3)c2N)cc1,-0.65,-7,-13[20 µM],1.3,-2,-4,23,3,7
O=C(Nc1ccccc1)N1CCCC1c1cccs1 (centres undefined),-0.32,3,-37,0.7,-6,2,-15,1,-1
O=C(CCCn1nnc2ccccc2c1=O)N[C@@H](Cc1ccccc1)C(=O)O,/,-3,-10,1.7,-8,-2,-18,13,-1
Cc1ccc(-n2nc3ccc(N)cc3n2)cc1,0.46,-19,-32,0.9,-12,-27,i,-3,-20
Cc1occc1C(=O)NC(C)c1ccc2c(c1)OCO2 (centres undefined),0.15,-22,-15[20 µM],1.1,-3,10,-18,-1,16
O=C(NC1CCCCC1)c1ccc(Cn2cc(Cl)cn2)cc1,/,8,-9[20 µM],-2.0,-3,-7,13,-10,-7
O=C(Cc1ccc(Cl)cc1)Nc1ccc(Br)cc1,0.73,-1,-18,-0.5,1,1,-2,17,5
CCOc1cc(-c2c(C)c(CC)nc(N)c2C#N)ccc1O,-1.6,1,6,-0.3,7,3,6,-1,17
COc1ccc2[nH]cc(C(=O)CN3CCC(C)CC3)c2c1,-0.77,-19,-20,0.9,-2,1,-20,4,14

(further entries)
SMILES,Cl transport mod,KLK5 inh,Furin inh,PERK inh,thrombin 1536,FXIa inh 1536,m-calpain inh,Rad51 HR inh,FXIIa inh
Cn1cccc1C(=O)OCC(=O)N1CC(=O)Nc2ccccc21,0.064,2,-36,0.2,/,6,-13,7,7
COc1ccccc1N1CCN(CC(=O)NC(=O)NCc2ccco2)CC1,-0.47,-14,-27,-0.4,-10,-6,-18,8,0
COC(=O)C1=C(C)N(Cc2ccco2)C(=O)N[C@H]1c1ccccc1,-0.01,11,-10,-0.6,8,4,22,/,19
CN(C)c1nc(NS(=O)(=O)c2ccc(Cl)cc2)nc(N(C)C)n1,/,-2,-10,0.9,-6,8,-11,2,13
COc1cccc(C(=O)N2CCCC(c3nc(-c4cccs4)no3)C2)c1 (centres undefined),-0.31,-1,-23[20 µM],-1.8,-1,2,3,3,20
CN(C(=O)c1ccccc1)c1ccc(OCC(=O)NC2CCS(=O)(=O)C2)cc1 (centres undefined),/,4,-22,1.1,2,3,9,0,8
O=C(COc1ccccc1-c1ccccc1)N/N=C/c1ccc2ccccc2c1,-0.4,-1,-10,1.0,2,8,-4,/,12
Cc1nnc(-c2cnn(-c3ccccc3)c2N)n1Cc1ccncc1,/,-1,-14[20 µM],0.4,3,4,-17,11,15
Cc1ccc(SCCN)cc1C,0.32,7,-38,-0.2,0,1,-18,/,7
O=C(CCC(=O)NNc1nc2ccccc2c2nc(-c3ccccc3)nn12)NCCCN1CCOCC1,1,0,-26,-0.4,5,1,-22,5,11
CC1CCN(C(=O)c2ccc3c(c2)OCCO3)CC1,/,-4,-26[20 µM],0.8,1,4,-29,9,13
Cc1cc(OCC(=O)Nc2ccncc2)ccc1Br,/,1,-25,1.5,-1,0,-10,3,-4
Cc1cc(C(=O)OCCO)c(C#N)c(N)n1,-0.18,-128,-7[20 µM],1.4,-8,-23,i,-3,-16
Cc1ccc(NC(=O)N(C2=NCC(C)S2)c2ccccc2)cc1 (centres undefined),-0.24,/,-20[20 µM],1.2,/,/,/,-11,/
O=[N+]([O-])c1cccc(-c2nc(-c3ccccc3)c(-c3cccs3)[nH]2)c1,/,20,-4,0.3,-3,-7,10,2,10
COc1ccc(-n2nc([N+](=O)[O-])c(=NCCc3ccccc3)n2O)cc1,-0.43,-19,-3,-0.3,-9,5,7,4,12
Cc1ccc(NC(=O)CNCc2ccccn2)cc1S(=O)(=O)N(C)C,0.94,2,-19,0.2,-2,2,9,13,9
CCN(CC)C(=O)C1CCCN(Cc2ccc(F)c(F)c2)C1 (centres undefined),1.1,-5,-13,-0.5,-1,4,-9,-6,15
O=C(CCc1nc(-c2ccccc2F)no1)NC1CCCCCC1,-0.1,9,-17[20 µM],-0.4,1,2,17,-2,7
O=c1[nH]c2ccccc2c(O)c1-c1cc2ccccc2oc1=O,0.7,2,-11,0.3,-5,0,15,/,6
Cc1ccc(C(=O)O)cc1N1C(=O)c2cccc3cc(Br)cc(c23)C1=O,-1.5,-22,-18[20 µM],1.1,0,6,66*,/,17
S=c1[nH]nc(-c2cccnc2)n1/N=C/C=C/c1ccccc1,1.1,-8,-8,1.2,-17,7,-8,4,9
O=C(O)CCC(=O)Nc1cccc(C(=O)Nc2cccc(Cl)c2)c1,/,6,-17[20 µM],0.9,1,4,10,-6,-2
Clc1ccc2nc(CN3CCCCC3)cn2c1,/,-7,-12,1.4,4,5,-10,1,13
CCOc1cnc(-c2c(-c3c(F)cccc3Cl)noc2C)o1,-0.31,-24,-24,0.7,-7,-6,12,3,-8
COc1ccc(S(=O)(=O)NC(C)C)cc1C(=O)NC1CCCCC1,0.75,-15,-24,1.0,-5,2,-11,2,3

Bioassay records deposited in PubChem by several laboratories.
